# GPR55 beta-arrestin: GPR55 agonists via beta-arrestin recruitment, primary screen, imaging, U2OS cells, beta-arrestin-GFP redistribution (AID 1961) | actives 0.048% (n = 290,000) | G-protein coupled receptor 55 (Homo sapiens) | activation, % at 10 µM, or EC50 in µM where a hit was titrated | U2OS GPR55 beta-arrestin-GFP redistribution imaging; higher % means a stronger effect;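 active = activation above 40% with more than 50 cells counted in the well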;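 also: U2OS osteosarcoma cells stably expressing GPR55 and beta-arrestin-GFP; plate controls were DMSO negative control for no effect and LPI positive control for full effect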
# HIV peptide binding: inhibitors of HIV fusion peptide binding, primary screen, biochemical, uHTS, fluorescence dequenching (AID 1986). cell-free peptide binding, fluorescence dequenching, 30 min; higher % means a stronger effect. inhibition, % at 20 µM; hits with a dose series show IC50 in µM. actives 0.3% (n = 290,000); in the data active = inhibition mostly above about 52%, no sharp cut-off; inactive = mostly below about 76%; also: some results filed as inactive read as strong as hits
# KOR beta-arrestin-1: KOR agonists, beta-arrestin recruitment, primary screen, cell-based, luminescence, uHTS (AID 1777). Kappa-type opioid receptor (Homo sapiens). KOR beta-arrestin recruitment, luminescence; higher % means a stronger effect. activation, % at 10 µM, or EC50 in µM where a hit was titrated. actives 0.02% (n = 280,000); in the data active = activation above about 50%, passing the limit was not always enough; also: a part of the inactive calls stands beside numbers as strong as those of hits
# NOD1 inhibition: NOD1 signaling inhibitors, primary screen, cell-based, luminescence, uHTS (AID 1578) | NOD1-driven NF-kB luciferase reporter cells, luminescence; higher % means a stronger effect | one-dose inhibition, % at 4 µM; EC50 in µM for titrated hits | actives 1% (n = 290,000); in the data active = inhibition mostly above about 36%, no sharp cut-off; inactive = mostly below about 34%;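 also: HEK-293T reporter cells stimulated with the NOD1 agonist gamma-tri-DAP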
# GPR35 arrestin U2OS: GPR35 antagonists blocking zaprinast-driven arrestin recruitment, primary screen, imaging, U2OS, beta-arrestin-GFP, zaprinast agonist (AID 2058). inhibition, % at 10 µM; hits with a dose series show IC50 in µM. U2OS GPR35 beta-arrestin-GFP translocation imaging, zaprinast antagonism; higher % means a stronger effect. actives 0.052% (n = 290,000);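 active = inhibition of at least 50% with at least 30 cells and total cytoplasm GFP at most 10,000,000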
# HEK293 NOD2/NF-kB: NOD2 signaling inhibitors, cell-based, luminescence, uHTS, HEK293 (AID 1566); HEK293 NOD2/NF-kB luciferase reporter, luminescence; higher % means a stronger effect; inhibition, % at 4 µM, or EC50 in µM where a hit was titrated; actives 0.63% (n = 290,000); also: many of its hits are not listed in these tables
# Myeloid diff 2: induction of myeloid progenitor differentiation, primary screen, cell-based, flow cytometry, MLPCN library | ER-HoxA9 myeloid progenitors, lysozyme-GFP differentiation | calls only at 10 µM | actives 1% (n = 360,000) | AID 624256, 2012;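 active = normalized GFP-positive differentiation at or above the plate's own cutoff, the solvent-only control mean plus 3 SD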;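 also: cells exposed to compound for four days before flow analysis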
# KOR beta-arrestin-2: KOR antagonists, beta-arrestin recruitment, cell-based, luminescence, uHTS (AID 1778); KOR beta-arrestin recruitment, luminescence, antagonist mode; higher % means a stronger effect; inhibition, % at 10 µM; hits with a dose series show IC50 in µM; actives 0.091% (n = 290,000); also: strong numbers were not always called active
# GPR55 antagonists: GPR55 antagonists blocking LPI-driven arrestin recruitment, primary screen, imaging, U2OS, beta-arrestin-GFP, LPI agonist (AID 2013) | G-protein coupled receptor 55 (Homo sapiens) | U2OS GPR55 beta-arrestin-GFP translocation imaging, LPI antagonism; higher % means a stronger effect | inhibition, % at 10 µM; hits with a dose series show IC50 in µM | actives 0.13% (n = 290,000);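 active = spots per cell inhibited over 60%, with over 100 cells counted and total cytoplasm intensity under 500,000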;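 also: U2OS cells stably carrying GPR55 and arrestin-GFP stimulated by 5 µM LPI near EC80; imaged beta-arrestin-GFP aggregate spots per cell after agonist stimulation; plate controls were LPI-stimulated DMSO wells for no effect and DMSO wells without LPI for full effect; some results filed as inactive read as strong as hits; confirmed hits need IC50 under 10 µM and bright autofluorescent wells are also inconclusive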
# Myeloid diff 2 GFP+ MAC1+ %: recorded beside Myeloid diff 2, whose call it bears; GFP+ MAC1+ double positive, %; measured here: differentiation confirmed by MAC1 staining
# The depositor's hits bear a star; i = inactive; nt = no result given; + = active, no number; [ ] = remark or other dose. Rule as the data show it, unless noted: active = inhibition above about 50%; inactive = the rest.
1: O=C(Cc1ccccc1)N[C@H](c1ccccc1)P(=O)(O)CO
2: OCCNCCCCOc1ccc(OCc2ccccc2)cc1
3: N=c1c2c3c(sc2ncn1CCCN1CCOCC1)CCCCC3
4: Cc1ccc(C(=O)/C=C/Nc2ccc3c(c2)OCO3)cc1
5: CCOCCCn1c(=N)c(C(N)=S)cc2c(=O)n3cccc(C)c3nc21
6: O=C(c1cccc(Cl)c1)N1CCN(Cc2ccccc2F)CC1
7: CCCCOC(=O)C(C)Sc1n[nH]c(=O)[nH]c1=O (centres undefined)
8: COc1ccc(/C=N/NC(=O)c2ccc(CSc3nc(C)cc(C)n3)cc2)c(OC)c1OC

entry no.,1,2,3,4,5,6,7,8
HIV peptide binding,0.5%,0.3%,1.2%,-2.6%,19%,1.6%,-0.7%,-1.1%
GPR35 arrestin U2OS,6%,28%,-1%,21%,-7%,4%,-5%,-7%
GPR55 antagonists,-3%,1%,10%,9%,4%,-5%,4%,-10%
GPR55 beta-arrestin,-0.3%,-0.1%,-0.1%,-0.1%,-0.1%,-0.1%,0.7%,-0.3%
HEK293 NOD2/NF-kB,13%,-27%,13%,-179%,0%,-4%,8%,1%
KOR beta-arrestin-1,0.1%,5.2%,-8.3%,-3.9%,8.1%,7.3%,5.3%,8.5%
Myeloid diff 2 GFP+ MAC1+ %,2.0,0.1,0.4,0.1,2.6,0.2,0.2,0.6*
Myeloid diff 2,i,i,i,i,i,i,i,+
KOR beta-arrestin-2,10%,-9%,-4%,20%,11%,8%,4%,-42%
NOD1 inhibition,3%,-30%,-15%,-66%,-16%,-21%,-11%,-19%

9: CCc1cc(C(=O)O)c(NC(=O)c2cc(OC)c(OC)c(OC)c2)s1
10: O=C(Cc1ccc(F)cc1)OCn1nnc2ccccc2c1=O
11: COc1ccc(C(=O)N2CCN(Cc3ccccc3C)CC2)cc1OC
12: NC(=O)C1CCN(C(=O)CSc2nc3c(c(-c4ccccc4)n2)CCCC3)CC1
13: Cc1nc2ncnn2c(C)c1CCC(=O)Nc1csc(N)n1
14: CCOc1ccc(C(Nc2ccc(C)cc2)P2(=O)OCCC(C)O2)cc1 (centres undefined)
15: O=C(NCc1cccnc1)c1cccc(OC2CCN(Cc3ccc(CO)o3)CC2)c1
16: CC1CC(C)CN(C(=O)CCNC(=O)Cn2cnc3ccccc3c2=O)C1 (centres undefined)

entry no.,9,10,11,12,13,14,15,16
HIV peptide binding,7.7%,-0.2%,3.5%,-2.2%,-1.2%,-0.5%,-1.2%,0.8%
GPR35 arrestin U2OS,7%,-2%,-8%,4%,8%,4%,6%,-9%
GPR55 antagonists,-7%,1%,5%,11%,2%,7%,2%,1%
GPR55 beta-arrestin,0.1%,-0.1%,-0.1%,0.1%,-0.4%,-0.2%,0.0%,-0.2%
HEK293 NOD2/NF-kB,-1%,1%,11%,8%,5%,3%,3%,-22%
KOR beta-arrestin-1,-0.6%,-2.7%,10%,-2.3%,3.6%,-7.0%,2.2%,-1.6%
Myeloid diff 2 GFP+ MAC1+ %,nt,0.8,1.0,0.7,0.9,1.3,1.1,1.9
Myeloid diff 2,nt,i,i,i,i,i,i,i
KOR beta-arrestin-2,12%,5%,-17%,27%,-39%,-17%,-13%,-5%
NOD1 inhibition,-27%,-8%,1%,-11%,-42%,-40%,-17%,-21%

17: CN(C)c1ccc(P(=O)(COc2ccc([N+](=O)[O-])cc2)c2ccc(N(C)C)cc2)cc1
18: Cn1c(O)c(N=Nc2nc(-c3ccccc3)cs2)c2ccccc21
19: CCCn1c(SCN2C(=O)c3ccccc3C2=O)nc2cc(Cl)ccc2c1=O
20: CCOC(=O)c1cc(-c2csc(-c3cccc(Cl)c3)n2)on1
21: CCOc1ccc(-c2nc(-c3ccc(OC)c(OC)c3)no2)cc1OCC
22: COc1ccc(OCc2cc(C(=O)NC(C)Cc3cnccn3)no2)c(Cl)c1 (centres undefined)
23: CN1CCc2c(sc3nc(SCC(=O)N4CCOCC4)n(-c4ccc(Cl)cc4)c(=O)c23)C1
24: COc1cc2c(cc1OC)C(C)N(C(=O)[C@@H](NC(=O)c1ccccc1)C(C)C)CC2 (some centres undefined)

entry no.,17,18,19,20,21,22,23,24
HIV peptide binding,-2.7%,3.0%,-1.5%,0.5%,-0.5%,0.7%,-0.3%,-1.4%
GPR35 arrestin U2OS,1%,4%,8%,4%,-10%,-10%,11%,-4%
GPR55 antagonists,-25%,10%,10%,-6%,8%,18%,0%,4%
GPR55 beta-arrestin,-0.1%,0.2%,0.1%,0.2%,-0.2%,-0.2%,0.3%,0.4%
HEK293 NOD2/NF-kB,-20%,6%,24%,-33%,22%,-8%,16%,32%
KOR beta-arrestin-1,nt,-3.8%,0.0%,4.8%,10%,-5.3%,-3.0%,-3.9%
Myeloid diff 2 GFP+ MAC1+ %,0.4,0.3,0.0,0.8,nt,2.7,3.4,2.0
Myeloid diff 2,i,i,i,i,nt,i,i,i
KOR beta-arrestin-2,-19%,-7%,19%,-67%,-12%,-41%,-10%,28%
NOD1 inhibition,27%,50%,3%,7%,nt,-48%,-12%,11%

# Shown tab-delimited: entries from further up.
nr	SMILES	HIV peptide binding	GPR35 arrestin U2OS	GPR55 antagonists	GPR55 beta-arrestin	HEK293 NOD2/NF-kB	KOR beta-arrestin-1	Myeloid diff 2 GFP+ MAC1+ %	Myeloid diff 2	KOR beta-arrestin-2	NOD1 inhibition
18	Cn1c(O)c(N=Nc2nc(-c3ccccc3)cs2)c2ccccc21	3.0%	4%	10%	0.2%	6%	-3.8%	0.3	i	-7%	50%
20	CCOC(=O)c1cc(-c2csc(-c3cccc(Cl)c3)n2)on1	0.5%	4%	-6%	0.2%	-33%	4.8%	0.8	i	-67%	7%
21	CCOc1ccc(-c2nc(-c3ccc(OC)c(OC)c3)no2)cc1OCC	-0.5%	-10%	8%	-0.2%	22%	10%	nt	nt	-12%	nt
24	COc1cc2c(cc1OC)C(C)N(C(=O)[C@@H](NC(=O)c1ccccc1)C(C)C)CC2 (some centres undefined)	-1.4%	-4%	4%	0.4%	32%	-3.9%	2.0	i	28%	11%
17	CN(C)c1ccc(P(=O)(COc2ccc([N+](=O)[O-])cc2)c2ccc(N(C)C)cc2)cc1	-2.7%	1%	-25%	-0.1%	-20%	nt	0.4	i	-19%	27%
22	COc1ccc(OCc2cc(C(=O)NC(C)Cc3cnccn3)no2)c(Cl)c1 (centres undefined)	0.7%	-10%	18%	-0.2%	-8%	-5.3%	2.7	i	-41%	-48%
19	CCCn1c(SCN2C(=O)c3ccccc3C2=O)nc2cc(Cl)ccc2c1=O	-1.5%	8%	10%	0.1%	24%	0.0%	0.0	i	19%	3%

# Additional records.
25: O=C1CCCC/C1=C\Nc1ccccc1C(=O)O
26: Cc1cc(NC(=O)CCCn2ccc([N+](=O)[O-])n2)n(Cc2ccc(F)cc2)n1
27: COc1cc(N=c2oc3c(C)ncc(CO)c3cc2C(N)=O)cc(OC)c1OC
28: COCCNC(=O)C(c1ccc(C)cc1)N(C(=O)CCC(=O)Nc1ccccn1)c1cccc(C)c1 (centres undefined)
29: CC(=O)N1C(Nc2ccc(Cl)cc2)CCN1c1ccccc1 (centres undefined)
30: COc1ccc([C@@H]2C(C#N)=C(N)S[C@@H](c3ccccc3)[C@@H]2[N+](=O)[O-])cc1
31: NCCCNC(=O)c1ccc(/C=N/O)nc1
32: CCCNc1ncnc2c1cnn2-c1ccc(OC)cc1

entry no.,25,26,27,28,29,30,31,32
HIV peptide binding,1.8%,-2.6%,-1.9%,1.2%,0.4%,0.1%,-1.3%,1.0%
GPR35 arrestin U2OS,9%,-18%,7%,-5%,-14%,-5%,13%,-11%
GPR55 antagonists,-6%,4%,0%,-8%,19%,2%,4%,-1%
GPR55 beta-arrestin,-0.2%,-0.6%,-0.3%,0.5%,-0.3%,-0.1%,-0.1%,0.4%
HEK293 NOD2/NF-kB,3%,4%,-1%,-6%,-23%,-12%,14%,-90%
KOR beta-arrestin-1,-0.1%,-6.6%,-2.4%,1.0%,-4.3%,-2.2%,nt,-1.8%
Myeloid diff 2 GFP+ MAC1+ %,0.3,0.8,0.4,8.8,1.1,0.8,0.5,nt
Myeloid diff 2,i,i,i,i,i,i,i,nt
KOR beta-arrestin-2,21%,-1%,36%,16%,-9%,-10%,-38%[20 µM],4%
NOD1 inhibition,0%,-8%,-22%,0%,-44%,-31%,-14%,-15%

33: O=C(NCc1ccncc1)c1ccc(Cn2cc(C(F)(F)F)ccc2=O)cc1
34: COC(=O)c1ccc2c(c1)S(=O)(=O)NC(=NCc1ccco1)S2
35: O=C(COc1ccccc1Cl)Nc1cc(Cl)ccc1O
36: N#Cc1ccsc1NC(=O)CSc1ncn[nH]1
37: O=C(c1ccc(=O)oc1)N1CCC(C(O)(c2ccccc2)c2ccccc2)CC1
38: Cc1sc2c(c1C)c(=O)n(-c1ccccc1)c(=O)n2CC(=O)NCC1CCCO1 (centres undefined)
39: CN1CCN(c2nc(N3CCN(CCO)CC3)nc3ccccc23)CC1
40: O=C(CNC(=S)N(Cc1ccccc1)Cc1cccnc1)N1CCOCC1
41: CCC1(c2ccc(F)cc2)NC(=O)N(CC(=O)NCc2ccc(C)cc2)C1=O (centres undefined)
42: CCOc1ccc(NC(=O)CCCOc2cc(=O)n(C)c3ccccc23)cc1

entry no.,33,34,35,36,37,38,39,40,41,42
HIV peptide binding,-2.4%,-1.4%,1.9%,0.1%,-0.5%,8.1%,1.2%,-0.8%,1.3%,2.0%
GPR35 arrestin U2OS,9%,-8%,4%,-10%,20%,-8%,25%,-17%,-4%,11%
GPR55 antagonists,26%,7%,5%,9%,16%,-1%,-5%,12%,10%,15%
GPR55 beta-arrestin,0.2%,-0.1%,0.2%,-0.2%,-0.2%,-0.6%,0.3%,-0.6%,-0.1%,0.1%
HEK293 NOD2/NF-kB,19%,10%,-34%,-10%,1%,17%,-4%,-1%,-1%,6%
KOR beta-arrestin-1,3.0%,-3.9%,-9.3%,1.2%,0.8%,-3.2%,-1.5%,-3.8%,-1.7%,-0.4%
Myeloid diff 2 GFP+ MAC1+ %,0.5,0.7,0.6,1.0,0.0,0.3,0.8,0.2,0.7,0.6
Myeloid diff 2,i,i,i,i,i,i,i,i,i,i
KOR beta-arrestin-2,2%,34%,3%[20 µM],-36%,nt,6%,-6%,-8%,14%,10%
NOD1 inhibition,-12%,-5%,-41%,-16%,-1%,-13%,-18%,-40%,-8%,-15%

# Compound activity deposited in PubChem BioAssay by several laboratories.

# A portion of the library; the hit share may differ from the screen's.
